Bcl-B displacement: displacers of TR3 peptide from Bcl-B, primary screen, selectivity assay for Bfl-1 inhibitor project, biochemical, fluorescence polarization; FP displacement of FITC-TR3 peptide from Bcl-B; higher % means a stronger effect; displacement, % at 20 µM; hits with a dose series show IC50 in µM; hit rate 0.11% among 96,000;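 active = displacement above 50% at 20 µM plus a fluorescence interference ratio under 1.5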;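 note: plate controls were wells without compound for no effect and wells lacking Bcl-B protein for full effect; a part of the inactive calls stands beside numbers as strong as those of hits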
PLAP inhibition: inhibition of human placental alkaline phosphatase – biochemical, luminescence, HTS (AID 690) | one-dose inhibition, % at 20 µM; IC50 in µM for titrated hits | purified PLAP, luminescent substrate; higher % means a stronger effect | hit rate 0.08% among 96,000; in the data active = a potency from the dose series; inactive = the rest, 99 in 100 with inhibition below about 30%; note: strong numbers were not always called active
MRP reversal: MRP-mediated drug resistance reversal; H69AR cells + 2 uM doxorubicin, CellTiter-Glo, 72 h; differential viability (reversal), % at 10 µM; hit rate 0.04% among 85,000; AID 602;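 active = viability drop by adding the cancer drug above about 55%, with treated viability meeting a 40% cutoff, limit read from the data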;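 note: viability without doxorubicin minus viability with 2 µM doxorubicin for each compound; larger differential means the compound sensitizes cells more to doxorubicin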
NFkB transloc inh: blocks IL-1B driven NFkB nuclear translocation in HUVEC cells; hit rate 0.43% among 94,000; HUVEC IL-1B NFkB p65 nuclear translocation imaging; inhibition, % at 2 µM;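 active = inhibition above about 30% together with a positive call from visual inspection of the well image, limit read from the data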;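 note: nuclear over cytoplasmic p65 intensity ratio measured by imaging; 0% = IL-1B stimulated DMSO wells and 100% = unstimulated DMSO wells; values of inactives mirror those of a sister screen read the other way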
IL1B NFkB pot: enhances IL-1B driven NFkB nuclear translocation. HUVEC IL-1B NFkB p65 nuclear translocation imaging. hit rate 0.3% among 94,000. activation, % at 2 µM;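 active = activation above 40%, about the mean plus 3 SD, also judged a hit on visual image review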;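 note: percent activation is computed from the nuclear over cytoplasmic p65 intensity ratio; values of inactives mirror those of a sister screen read the other way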
MRP reversal cytotoxicity: further read-out of MRP reversal, marked with its call; viability, %; H69AR cells, CellTiter-Glo, 72 h; measured here: cytotoxicity without doxorubicin
MRP reversal with doxorubicin: further read-out of MRP reversal, marked with its call; viability, %; measured here: viability with 2 uM doxorubicin; stronger effect = lower value
NFkB transloc inh cell count 2 µM: second read-out of NFkB transloc inh, no call of its own (marks repeat the call); cell count; measured here: cells passing quality filter;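 raw number of nuclei counted in each imaged well without normalization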
IL1B NFkB pot cell count 2 µM: further read-out of IL1B NFkB pot, marked with its call; cell count; measured here: cells passing quality filter
* hit, by the source's call; nt = no result given. An excerpt (hit frequency here may not be typical).

SMILES	Bcl-B displacement	PLAP inhibition	MRP reversal	MRP reversal cytotoxicity	MRP reversal with doxorubicin	NFkB transloc inh	NFkB transloc inh cell count 2 µM	IL1B NFkB pot	IL1B NFkB pot cell count 2 µM
COc1ccc(C2=NO[C@@H]3C(=O)N(Cc4ccccc4)C(=O)[C@H]23)cc1OC	9%	-20%	4	96	92	29	103	-29	103
COc1ccc(-c2nc(-c3ccc(NC(=O)c4ccc(Br)o4)cc3)no2)cc1OC	-25%	12%	-4	4	7	3	81	-3	81
O=C(NCCCn1ccnc1)NC(C(F)(F)F)C(F)(F)F	-5%	22%	24	106	82	-8	100	8	100
CCOc1ccc2[nH]c(=O)c(CN(CCO)Cc3nnnn3CCc3ccccc3)cc2c1	-16%	-29%	5	81	75	nt	nt	nt	nt
CCOc1ccc(NC(=O)NCCCn2c(C)nc3cc(C)c(C)cc32)cc1	0%	-118%	21	94	73	13	144	-13	144
CCOC(=O)c1c(C)[nH]c(C(=O)Cn2nnc(-c3ccc(Cl)cc3)n2)c1C	-4%	13%	3	63	60	2	162	-2	162
COC(=O)COc1ccc(S(=O)(=O)Nc2ccc(C(N)=O)cc2)cc1C	-3%	-1%	17	90	73	-5	148	5	148
CC(C)(C)c1ccc(S(=O)(=O)NCCc2ccncc2)cc1	-9%	3%	1	80	79	3	112	-3	112
COc1cc(CN(C)CC(=O)c2[nH]c(C)c(C(C)=O)c2C)ccc1OC(F)F	-8%	-5%	nt	nt	nt	-6	101	6	101
COc1cccc(CNC(=O)CSCc2cnn(-c3ccccc3)c2-n2cccc2)c1	1%	-325%	0	78	79	-1	173	1	173
CCCCCc1c(C)nc(N2CCc3ccccc32)[nH]c1=O	nt	nt	-14	41	55	0	169	0	169
Cc1cc(C)n(-c2nc(-c3ccc(Cl)cc3)cs2)n1	6%	7%	6	88	82	8	146	-29	58
Clc1cccc(Cl)c1NC1=NCCC1	-1%	21%	12	104	92	14	196	-14	196
CC(=O)N(C(C)=O)c1cccc2c(N(C(C)=O)C(C)=O)cccc12	-11%	10%	-1	97	98	9	105	-9	105
COc1cc(NC2c3ncccc3C(=O)N2Cc2ccco2)cc(OC)c1 (stereo not given)	10%	-34%	nt	nt	nt	-6	128	6	128
Cc1ccc(NC2=NCC(=O)N2Cc2ccc3c(c2)OCO3)c(C)c1	-19%	-25%	6	90	83	nt	nt	nt	nt
CCOC(=O)Cn1c(=O)oc2cc(S(=O)(=O)N3CCC(N4CCCCC4)CC3)ccc21	10%	-68%	10	94	84	-8	77	8	77
O=C(CSc1nnc(-c2cccnc2)n1Cc1ccco1)N1c2ccccc2Sc2ccccc21	-2%	-68%	5	77	72	1	102	-1	102
COc1ccc2c(c1OC)C(=O)N(C(C)C(=O)O)C2=O (stereo not given)	3%	-13%	-3	98	101	-12	159	12	159
COc1cccc(-c2nc3cc(C)ccc3o2)c1	-2%	-17%	-5	81	86	-21	109	21	109
Cc1ccccc1N1CCN(C(=O)CN2C(=O)c3ccccc3C2=O)CC1	-3%	1%	11	97	86	nt	nt	nt	nt
O=C(O)c1cnn(-c2ccccc2)c1-c1ccccc1	-4%	3%	-2	92	94	-6	76	6	76
c1ccc(Cn2nnc3c(Nc4ccc5c(c4)OCO5)nc(C4CC4)nc32)cc1	2%	-22%	nt	nt	nt	nt	nt	nt	nt
O=C(COC(=O)CCOc1ccccc1)NCc1ccco1	36%	-16%	2	67	66	1	147	-1	147
COC(=O)Nc1ccc2c(c1)OCO2	nt	nt	-15	97	112	-7	106	7	106
COc1ccc(C(=O)CSc2nnc(Cn3cnc4ccccc43)o2)cc1	3%	-9%	-17	75	92	-9	110	9	110
COc1cccc(C(=O)N2CCCC(c3nc(-c4cccs4)no3)C2)c1 (stereo not given)	5%	-38%	9	80	71	-36	165	36	165
Clc1ccc(-n2ncc3c(N4CCCCCC4)ncnc32)cc1	3%	-8%	3	79	76	nt	nt	nt	nt
CCn1c(=S)sc2c(=O)n(-c3ccccc3)c(SC)nc21	3%	7%	-25	61	86	-2	117	2	117
CCSc1nc2c(c(=O)n1CC)SC(C)C2 (stereo not given)	-11%	-16%	12	105	93	nt	nt	nt	nt
O=C(NCc1ccccc1C(F)(F)F)C12CN(Cc3ccccc3)CC1C(c1ccc([N+](=O)[O-])cc1)=NO2 (stereo not given)	5%	-34%	nt	nt	nt	-8	184	8	184
O=C(Nc1ccc2c(c1)OCO2)C1CCN(S(=O)(=O)c2cccc3cccnc23)CC1	-5%	-10%	2	81	79	-7	143	7	143
S=c1[nH]c2ccc(Cl)cc2[nH]1	nt	nt	10	94	84	-39	147	39	147
CC1CN(S(=O)(=O)c2ccc(Cl)c(C(F)(F)F)c2)CC(C)O1 (stereo not given)	0%	-6%	-1	93	94	-4	144	4	144
O=C(c1cccn2c(=O)c3cc4ccccc4cc3nc12)N1CCN(c2ccccc2)CC1	1%	8%	25	96	72	-3	152	3	152
Cc1c(NS(=O)(=O)c2cccs2)c(=O)n(-c2ccccc2)n1C	-17%	-17%	6	93	87	8	105	-8	105
CCOC(=O)N1CCC(NS(=O)(=O)c2ccc3c(c2)OCC(=O)N3)CC1	-8%	5%	-6	84	90	2	187	-2	187
COCC(=O)Nc1nc2n(n1)C(c1ccc(OC)cc1)CC(c1ccc(OC)cc1)N2 (stereo not given)	0%	-72%	6	99	93	3	175	-3	175
COc1ccc(CCn2c(N)c(C(=O)NCc3ccco3)c3nc4ccccc4nc32)cc1OC	-22%	-82%	-19	24	43	8	180	-8	180
COc1ccc(C2SCC(=O)N2c2c(C)n(C)n(-c3ccccc3)c2=O)cc1OC (stereo not given)	-5%	18%	8	86	78	-10	156	10	156
Cc1ccc(C)c(N2CCN(c3ncnc4c3cnn4-c3ccccc3)CC2)c1	-11%	-6%	8	91	83	8	52	-8	52
Cc1cc(=O)oc(C)c1C(=O)NCCc1ccccc1	5%	4%	7	99	92	-17	150	17	150
Cn1c(=O)c2c(nc(N3CCOCC3)n2CC(=O)C23CC4CC(CC(C4)C2)C3)n(C)c1=O	1%	-61%	-9	61	70	nt	nt	nt	nt
O=C(/C=C/c1ccco1)Nc1cccc(-c2nc3ccccc3[nH]2)c1	-3%	12%	nt	nt	nt	-12	151	12	151
Cc1cc(NC(=O)CCN2C(=O)c3ccccc3C2=O)no1	3%	-14%	-5	89	93	7	100	-7	100
CCOC(=O)c1c(NC(=O)c2ccoc2C)sc2c1CCC2	-9%	4%	9	84	75	-14	111	14	111
COC(=O)C1CCN(Cc2ccc(C)cc2)CC1	0%	-18%	-6	83	89	13	106	-13	106
Cn1c(=O)c2c(nc(NC3CCCCC3)n2CC(=O)C23CC4CC(CC(C4)C2)C3)n(C)c1=O	nt	nt	nt	nt	nt	-15	100	15	100
CC(Oc1ccccc1)C(=O)Nc1cccc(-c2nc3ccccc3[nH]2)c1 (stereo not given)	-5%	10%	nt	nt	nt	3	161	-3	161
O=C(CC1Nc2ccccc2NC1=O)NC1CCCCC1 (stereo not given)	7%	-20%	7	95	88	-4	192	4	192
Cc1c(CCC(=O)O)c(=O)oc2cc(O)ccc12	-2%	6%	4	105	101	nt	nt	nt	nt
C(=N\Nc1ncnc2sc3c(c12)CCC3)/c1ccncc1	-45%	-34%	nt	nt	nt	nt	nt	nt	nt
Cc1cc(NC(=O)Nc2ccc(F)c(Cl)c2)no1	-3%	6%	6	107	101	-26	134	25	134
COc1ccccc1-n1nnnc1SCc1ccccc1	-4%	26%	3	71	68	-2	118	2	118
Cc1ccc(N2Cc3ccccc3OC(C)C2=O)cc1 (stereo not given)	-7%	-24%	-10	87	97	4	172	-4	172
O=C(c1ccc2c(c1)OCCO2)C1CCN(C(=O)c2ccc(F)cc2)CC1	-1%	-43%	9	83	74	0	146	0	146
COc1ccc(S(=O)(=O)n2ccc(C(C)Oc3ccc(-c4ccccc4)c(F)c3)n2)cc1 (stereo not given)	2%	20%	nt	nt	nt	-5	126	5	126
Cc1cccc(OCC(=O)Nc2ccc(C(=O)NCc3cccnc3)cc2)c1	-4%	16%	nt	nt	nt	-4	104	5	104
COc1ccc(OC)c(NC(=O)COC(=O)c2c3c(nc4ccccc24)CCCC3)c1	6%	19%	nt	nt	nt	5	161	-5	161
Cc1ccc(Cl)cc1N1CCN(Cc2nc3ccsc3c(=O)[nH]2)CC1	0%	-126%	nt	nt	nt	2	176	-2	176

Entries of single compounds, looked up by structure:
`Cc1cccc(OCC(=O)Nc2ccc(C(=O)NCc3cccnc3)cc2)c1` reads Bcl-B displacement: -4%; PLAP inhibition: 16%; MRP reversal: nt; MRP reversal cytotoxicity: nt; MRP reversal with doxorubicin: nt; NFkB transloc inh: -4; NFkB transloc inh cell count 2 µM: 104; IL1B NFkB pot: 5; IL1B NFkB pot cell count 2 µM: 104
`Cc1c(CCC(=O)O)c(=O)oc2cc(O)ccc12` reads Bcl-B displacement: -2%; PLAP inhibition: 6%; MRP reversal: 4; MRP reversal cytotoxicity: 105; MRP reversal with doxorubicin: 101; NFkB transloc inh: nt; NFkB transloc inh cell count 2 µM: nt; IL1B NFkB pot: nt; IL1B NFkB pot cell count 2 µM: nt

Remaining list, next part:
SMILES	Bcl-B displacement	PLAP inhibition	MRP reversal	MRP reversal cytotoxicity	MRP reversal with doxorubicin	NFkB transloc inh	NFkB transloc inh cell count 2 µM	IL1B NFkB pot	IL1B NFkB pot cell count 2 µM
CCC1(CC)Cc2ccccc2C(=C(C#N)C#N)N1	-6%	8%	nt	nt	nt	8	128	-8	128
Cc1nn(CCO)c2c1C(=O)CCC2	nt	nt	nt	nt	nt	-2	166	2	166
Clc1ccc2c(NCc3ccco3)ncnc2c1	0%	-4%	-5	86	91	4	110	-4	110
COc1ccc(NC(=O)c2cccc(S(=O)(=O)N3CCOCC3)c2)cn1	76%	14%	-12	66	78	0	150	0	150
Cc1ccc(C(=O)OCC(=O)c2ccc(Cl)s2)s1	-3%	22%	10	97	87	-6	150	6	150
COc1ccc(CCNC(=O)c2cnc3n(c2=O)CCS3)cc1OC	nt	nt	0	83	84	11	119	-11	119
Cc1ccc2[nH]c(=O)c(CN(CCN3CCOCC3)C(=O)Nc3ccc(F)cc3)cc2c1	0%	-74%	-30	39	69	-9	108	9	108
CC(/C=C/c1ccccc1)=N/O	-6%	11%	-2	85	87	nt	nt	nt	nt
COc1ccc(Cc2nc(C(=O)Nc3ccc(Cl)cc3)cs2)cc1	-6%	22%	4	100	96	-2	179	4	73
C=CCn1c(SCC(=O)Nc2cc(C)nn2-c2ccccc2)nnc1C1CCCCC1	-1%	-39%	-5	88	93	nt	nt	nt	nt
CC1CCCCC1NC(=O)COC(=O)c1ccc(S(=O)(=O)N2CCOCC2)cc1 (stereo not given)	-8%	7%	13	109	96	-12	105	12	105
CCn1c(SCC(=O)NCCc2ccc(F)cc2)nnc1-c1cccs1	-4%	-21%	19	108	90	-36	174	36	174
O=S(=O)(c1ccc2c(c1)oc1ccccc12)N1CCOCC1	-7%	10%	7	110	103	6	103	-6	103
CCOC(=O)Cn1c(-c2cccnc2Cl)nc2ccccc21	3%	-27%	nt	nt	nt	6	114	-6	114
O=C(Cn1cnc2ccccc2c1=O)Nc1cccc(-c2nnc3n2CCCCC3)c1	-1%	-80%	-27	83	110	6	108	-6	108
Nc1nc(-c2ccc(Br)cc2)cs1	-7%	-6%	8	91	83	-6	165	6	165
Cc1ccc(CN2CCN(CC(=O)N3CCC(C(N)=O)CC3)C2=O)cc1	nt	nt	nt	nt	nt	3	188	-3	188
COc1ccc(CCNC(=O)CN2C(=O)c3ccccc3S2(=O)=O)cc1OC	-2%	6%	15	106	91	13	167	-13	167
C/C(=N\NC(=O)c1csc(C)c1C)c1ccco1	nt	nt	-1	95	96	11	92	-11	92
Cn1c(SCc2nc3ccccc3[nH]2)nnc1-c1cnccn1	-5%	-26%	2	95	92	nt	nt	nt	nt
CC(=O)c1cc2c(cc1NC(=O)C1CC=CCC1C(=O)O)OCO2 (stereo not given)	-5%	5%	8	87	79	-30	138	30	138
CCCCCCc1cc2cc(-c3nnc(-c4cc(OC)c(OC)c(OC)c4)o3)c(=O)oc2cc1O	nt	nt	0	2	2	-26	142	26	142
CCC(C)(C)NC(=O)C(c1ccc(OC)cc1)N(CC1CCCO1)C(=O)CCC(=O)Nc1cc(C)on1 (stereo not given)	nt	nt	6	93	87	-26	121	26	121
